# BLM inh: Bloom syndrome helicase (human) inhibition; P54132; recombinant BLM DNA unwinding, fluorescence dequenching; Potency, µM (titrated, usually from 56.1 µM), for inactives: at the top dose activity change, negative = inhibition, actives largely listed as inhibitors; 350,000 compounds, 0.2% hits; AID 2528;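 further: potency means the concentration at half of the fitted maximal effect; plate controls were vehicle for no effect and no enzyme for full effect; nearly all actives have a fitted effect of over 35% in size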
# Tb PGK inh: T. brucei PGK inhibition; P07378; PGK/GAPDH coupled, Kinase-Glo luminescence, 60 min; Potency, µM (top dose mostly 57.5 µM), for inactives: top-dose activity change, negative = inhibition, actives largely listed as inhibitors; 380,000 compounds, 0.043% hits; further: potency means the concentration at half of the fitted maximal effect; on the % scale 0 is the no-effect control and ±100 the full control effect; nearly all actives have a fitted effect of over 60% in size
#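 Recombinant glycosomal PGK reaction used 1,3-bisphosphoglycerate generated in-well by GAPDH (100nM final) in 100mM TEA pH 7.6, 5mM MgCl2, 0.01% Tween-20. After 60 minutes at room temperature, ATP was read by Kinase-Glo Plus luminescence end-point.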
# Anesthetic bind: binds horse apoferritin like a general anesthetic; P02791; apoferritin/1-aminoanthracene competitive binding, fluorescence; Potency, µM (doses to about 77.5 µM), without a hit: at the top dose activity change, negative = displacement, most hits filed as inhibitors; 350,000 compounds, 0.074% hits; AID 485281; further: potency means the concentration at half of the fitted maximal effect; on the % scale 0 is the no-effect control and ±100 the full control effect; nearly all actives have a fitted effect of over 20% in size
# Target sequence (P02791 2-175 limits assumed): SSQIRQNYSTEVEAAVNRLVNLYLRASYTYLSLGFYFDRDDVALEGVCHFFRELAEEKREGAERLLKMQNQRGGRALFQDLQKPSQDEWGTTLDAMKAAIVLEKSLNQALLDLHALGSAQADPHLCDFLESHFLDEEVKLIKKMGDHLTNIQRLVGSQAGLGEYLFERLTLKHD
#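 10 uM apoferritin + 50% sat. 1-AMA, PBS; cpd 10 min RT; Ex380/Em535 endpoint; normalized to free probe vs complex; 4-param Hill fit; propofol titration as pos. ctrl.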
# Pol beta inh: inhibitors of human DNA polymerase beta | P06746 | Pol beta primer extension/strand displacement, fluorescence kinetic | Potency, µM (series often up to 114 µM), inactives show at the highest dose activity change, negative = inhibition, most hits filed as inhibitors | 340,000 compounds, 1.3% hits | AID 485314; further: potency means the concentration at half of the fitted maximal effect; on the % scale 0 is the no-effect control and ±100 the full control effect
#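 10 nM enzyme + cpd, 15 min RT; start with substrate 50 nM final; read 0 min and after 10 min RT. Corrected, normalized data; 4-parameter Hill curve fit.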
# POLH inh: blocks human DNA polymerase eta activity; Q9Y253; recombinant Pol eta, fluorescent DNA replication assay; Potency, µM (titrated, usually from 114 µM), without a hit: at the top dose activity change, negative = inhibition, usual class: inhibitors; 390,000 compounds, 1.2% hits; further: potency means the concentration at half of the fitted maximal effect; on the % scale 0 is the no-effect control and ±100 the full control effect
#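 Fluorescent replication assay: 50 nM final substrate added after a 15 min room-temperature compound preincubation with 10 nM enzyme. Signal taken at 0 min and again at 10 min.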
# POLK inh: inhibitors of human DNA polymerase kappa; Q9UBT6; purified Pol kappa, fluorescent DNA synthesis assay, 10 min; Potency, µM (top dose mostly 107 µM), without a hit: at the top dose activity, negative = inhibition, usual class: inhibitors; 400,000 compounds, 0.53% hits; AID 588579; further: potency means the concentration at half of the fitted maximal effect; on the % scale 0 is the no-effect control and ±100 the full control effect
#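 Fluorescent qHTS in 1536-well format: enzyme (10 nM) and compound sat 15 min at room temperature before 50 nM substrate (final) was added. Signal taken at 0 and 10 min; no-enzyme buffer wells were negative controls.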
# POLI inh: inhibitors of human DNA polymerase iota; 390,000 compounds, 1% hits; Q9UNA4; Potency, µM (series often up to 115 µM), for the others: top-dose activity, negative = inhibition, usual class: inhibitors; Pol iota fluorescent replication assay, 10 min; further: potency means the concentration at half of the fitted maximal effect
# Target sequence (Q9UNA4 whole entry, looked up): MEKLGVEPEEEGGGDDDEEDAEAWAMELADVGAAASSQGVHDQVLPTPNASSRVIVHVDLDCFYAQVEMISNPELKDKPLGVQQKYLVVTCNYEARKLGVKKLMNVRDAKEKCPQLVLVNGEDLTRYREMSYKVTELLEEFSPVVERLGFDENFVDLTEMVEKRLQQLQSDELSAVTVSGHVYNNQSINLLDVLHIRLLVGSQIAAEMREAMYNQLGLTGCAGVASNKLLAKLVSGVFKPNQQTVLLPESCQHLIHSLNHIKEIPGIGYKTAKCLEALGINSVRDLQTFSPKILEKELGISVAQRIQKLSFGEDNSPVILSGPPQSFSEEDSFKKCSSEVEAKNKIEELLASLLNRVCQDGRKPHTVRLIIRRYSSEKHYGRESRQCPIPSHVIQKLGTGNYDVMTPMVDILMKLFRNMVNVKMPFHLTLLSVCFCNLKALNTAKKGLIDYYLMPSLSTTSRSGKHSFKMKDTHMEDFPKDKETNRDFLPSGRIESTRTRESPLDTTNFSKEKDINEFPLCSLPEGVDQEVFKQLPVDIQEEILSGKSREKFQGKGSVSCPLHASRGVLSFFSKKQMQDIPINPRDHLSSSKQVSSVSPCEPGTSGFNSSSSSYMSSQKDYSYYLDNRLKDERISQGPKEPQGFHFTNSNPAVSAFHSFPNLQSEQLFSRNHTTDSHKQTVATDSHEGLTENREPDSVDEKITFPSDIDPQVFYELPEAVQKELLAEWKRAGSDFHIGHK
#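 Fluorescent replication assay read twice, at 0 min and 10 min after adding 50 nM (final) substrate. Enzyme (10 nM) and compounds were first incubated 15 min at room temperature; enzyme-free buffer wells were negative controls.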
# APEX1 inh: inhibitors of human APE1 endonuclease. Potency, µM (doses to about 65.8 µM), without a hit: at the highest dose activity change, negative = inhibition, usual class: inhibitors. AID 2517. P27695. recombinant APE1, TAMRA/BHQ-2 abasic DNA cleavage fluorescence. 350,000 compounds, 0.35% hits;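 further: potency means the concentration at half of the fitted maximal effect; plate controls were vehicle for no effect and reference inhibitor for full effect; nearly all actives have a fitted effect of over 55% in size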
#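 APE1 at 0.75 nM final was preincubated with compound 15 min at room temperature, then 50 nM double-stranded THF abasic-site substrate (5'-TAMRA/3'-BHQ-2) was added. Fluorescence (ex 525/em 598 nm) was read kinetically; third-minus-first read gave activity.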
# RXFP1 antag: blocks the human relaxin receptor RXFP1; Q9HBX9; HEK293-RXFP1, relaxin-stimulated cAMP HTRF, 30 min; stronger effect = lower value; activity change, negative = inhibition, % at 57.5 µM; 350,000 compounds, 0.59% hits; AID 1259400;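 active means activity change of -60% or lower, but not beyond a set lower limit; inconclusive means change between -60% and -40%, or beyond the set limit; inactive means change above -40%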; further: on the % scale 0 is the no-effect control and ±100 the full control effect
# Active calls of the source: *; i = inactive; ? = inconclusive; . = not tested or not shown; [ ] = another dose, or the depositor's remark. Unless noted, the call rests on the fitted dose curve; in most records, active means well fitted curve in the direction sought with a large enough effect; inconclusive means small, poorly fitted or top-dose-only effect, or another doubt; inactive means no such curve, though single readings can be large; an effect the other way counts as inactive or inconclusive.
# The first 7 entries (preview)
# Below each compound: BLM inh, Tb PGK inh, Anesthetic bind, Pol beta inh, POLH inh, POLK inh, POLI inh, APEX1 inh, RXFP1 antag
COc1ccc(N(CC(=O)Nc2cc(OC)ccc2OC)S(=O)(=O)c2c(C)noc2C)cc1
    -11%, -7%, 43%[activator], 0%, -16%, 11%, ?, 29%, -2
CCOC(=O)c1sc(=NC(=O)c2ccc(OC(C)C)cc2)n(C)c1C
    -1%, -2%, -2%, 10%, -22%, 6%, 89%[activator], -2%, -12
COc1ccc(/C=C/C(=O)c2ccccc2O)cc1CN1CCOCC1
    0%, 0%, -17%, 0%, -11%, -12%, 2%, -2%, -12
S=C(NCCc1ccccc1)Nc1cccc2cnccc12
    -7%, -9%, -6%, 6%, -20%, 8%, 97%[activator], 0%, -14
C/C(=N\NC(=O)CSc1nc(C)cc(C)n1)c1cccs1
    1%, 1%, 2%, 6%, 4%, -21%, 19%, -2%, -5
COc1cccc(N2C(=NC(=O)COc3ccccc3)SC3CS(=O)(=O)CC32)c1 (stereo not given)
    -1%, -9%, -14%, -1%, -9%, 4%, 44%[activator], 64%[activator], 0
Cc1c(CBr)[n+](=O)c2c(n1[O-])C(Br)CCC2Br (stereo not given)
    -2%, 2%, 6%, 3%, -3%, -1%, 30%[activator], 3%, -4

# This part in full (from the top)
# Below each compound: BLM inh, Tb PGK inh, Anesthetic bind, Pol beta inh, POLH inh, POLK inh, POLI inh, APEX1 inh, RXFP1 antag
COc1ccc(N(CC(=O)Nc2cc(OC)ccc2OC)S(=O)(=O)c2c(C)noc2C)cc1
    -11%, -7%, 43%[activator], 0%, -16%, 11%, ?, 29%, -2
CCOC(=O)c1sc(=NC(=O)c2ccc(OC(C)C)cc2)n(C)c1C
    -1%, -2%, -2%, 10%, -22%, 6%, 89%[activator], -2%, -12
COc1ccc(/C=C/C(=O)c2ccccc2O)cc1CN1CCOCC1
    0%, 0%, -17%, 0%, -11%, -12%, 2%, -2%, -12
S=C(NCCc1ccccc1)Nc1cccc2cnccc12
    -7%, -9%, -6%, 6%, -20%, 8%, 97%[activator], 0%, -14
C/C(=N\NC(=O)CSc1nc(C)cc(C)n1)c1cccs1
    1%, 1%, 2%, 6%, 4%, -21%, 19%, -2%, -5
COc1cccc(N2C(=NC(=O)COc3ccccc3)SC3CS(=O)(=O)CC32)c1 (stereo not given)
    -1%, -9%, -14%, -1%, -9%, 4%, 44%[activator], 64%[activator], 0
Cc1c(CBr)[n+](=O)c2c(n1[O-])C(Br)CCC2Br (stereo not given)
    -2%, 2%, 6%, 3%, -3%, -1%, 30%[activator], 3%, -4
CC(C)C[C@H](NC(=O)N1CCn2c1nc1ccccc12)C(=O)NCc1ccco1
    -1%, i, -4%, -11%, -6%, 2%, 30%, 49%, -8
O=C1NC[C@H](Cc2ccccc2)N(C[C@H]2CCCN2C[C@H](Cc2ccccc2)N2C[C@H](Cc3ccccc3)N(CCc3ccccc3)C(=O)C2=O)C1=O
    ., -8%, ., ., -14%, 13%, -24%, ., .
COc1ccc(OC)c2nc(-c3ccncc3)ccc12
    -3%, i, -4%, -2%, -11%, -23%, 24%, 23%, 0
CCOC(=O)C1CCCN(Cc2cc(=O)oc3cc(C)c(C)cc23)C1 (stereo not given)
    -7%, -11%, -18%, 10%, -23%, -8%, 93%[activator], 1%, -5
Cc1ccc(Cl)cc1NC(=O)C1CCCN(S(=O)(=O)c2c(C)noc2/C=C/N(C)C)C1 (stereo not given)
    -13%, i, 0%, 7%, -17%, -28%, ?, ., -5
O=C(NCCS(=O)(=O)N1CCC2(CC1)OCCO2)c1ccc(F)cc1
    ., -10%, ., ., -10%, 2%, -2%, 33%, 2
Cc1ccc(N/C(N)=N/c2nc3c(c(=O)[nH]2)CCCC3)c(C)c1
    0%, ., -6%, -27%, 3%, -5%, 9%, -7%, 9
S=C1NC2(CCCC2)Nc2ccccc21
    -11%, -7%, 7%, 1%, -20%, -6%, 20%, -2%, 11
Cc1ccc(/C=N/NC(=O)CSc2nc3ccccc3c(=O)n2-c2ccccc2)s1
    -3%, 2%, -17%, ?, -3%, -3%, -19%, -4%, 1
Cc1cccc(NC(=S)NCCCN2CCOCC2)c1
    -1%, -2%, -7%, 58%, -18%, 0%, 9%, 5%, -10
O=C(CSc1n[nH]c(-c2ccc(S(=O)(=O)N3CCCCC3)cc2)n1)Nc1nccs1
    -6%, i, -19%, -17%, 7%, -13%, -6%, ?, -31
S=c1[nH]nc(COc2ccccc2)n1Cc1ccccc1
    2%, 0%, -3%, -18%, -9%, -15%, -12%, -4%, -9
CCCCOc1ccc(C(=O)NNC(=S)NC(=O)CC)cc1
    2%, i, -8%, 0%, -12%, -9%, -2%, -1%, 2
Cc1cc2c(cc1S(=O)(=O)CCC(=O)N1CCCC(C)C1)OCC(=O)N2 (stereo not given)
    -7%, -3%, -1%, -25%, -13%, -1%, 8%, ., .
COc1cc(OC)c(C(=O)Nc2ccccc2-c2ccccc2)cc1OC
    -10%, -2%, -14%, -14%[57.1 µM], -26%, -15%, 21%, 4%, -10
CN(CCc1ccccc1)C(=O)c1ccc(NC(=O)Cc2ccc(NC(=O)C3CCN(C(=O)C4CCCCC4)CC3)cc2)cc1
    ., -5%, ., ., -23%, 7%, 30%, ., .
Cc1noc(C)c1COc1cccc(C(=O)OCC(=O)NC(=O)c2ccc(OC(F)F)cc2)c1
    -13%, i, -3%, -21%, ?, 1%, ?, -9%, -12
O=C(Cn1cnc2c(NCc3ccccc3)ncnc21)NCc1ccc2c(c1)OCO2
    ., 3%, ., ., -2%, -6%, -22%, -14%, .
CSc1ccccc1NC(=O)c1cc(C(C)C)on1
    -5%, i, ?, 22%, -15%, -5%, 17%, 13%, -9
COc1ccc(/C=C/C(=O)N(CCC(N)=O)c2ccccc2)cc1S(=O)(=O)N1CCOCC1
    ., -9%, ., ., -19%, -4%, -14%, 17%, -10
CC(C)N(CC#CC(O)(c1ccccc1)c1ccccc1)CCO
    4%, 20%, 0%, 17%, -16%, -4%, 5%, 31%[activator], -3
CC(C)(C)c1ccc(C(=O)N/C(N)=N/c2nc3ccccc3o2)cc1
    -2%, i, -13%, 10%, -9%, 3%, -1%, 5%, -9
COc1ccc(C(=O)c2ccc(Cl)cc2)c2ccccc12
    -4%, -6%, -8%, -23%, -10%, -3%, 8%, 1%, -7

# Quoted from the listing.
# APEX1 inh with S=C1NC2(CCCC2)Nc2ccccc21 is entered as -2%
# POLH inh with S=C(NCCc1ccccc1)Nc1cccc2cnccc12 is entered as -20%

# Next records follow.
# Below each compound: BLM inh, Tb PGK inh, Anesthetic bind, Pol beta inh, POLH inh, POLK inh, POLI inh, APEX1 inh, RXFP1 antag
Cc1ccc(NC(=O)CN2C(=O)c3cccnc3Sc3ccccc32)cc1C
    -1%, -9%, ?, -13%, -18%, -21%, -1%, ., 3
Cc1nnc(N/N=C/c2ccccc2C(F)(F)F)n1N
    -1%, i, -13%, 0%, -14%, -2%, ?, 18%, 3
CCn1c(=O)c(CCC(=O)NCCN2CCOCC2)c(C)c2c(C)nn(-c3ccccc3)c21
    4%, 3%, 11%, 4%, 7%, -15%, 16%, -6%, 10
CCOC(=O)C(C)Sc1nc(-c2ccccn2)ncc1OC (stereo not given)
    -5%, 1%, -6%, -30%, -17%, -1%, 166%[activator], -1%, 4
Oc1c(C(c2ccccc2)N2CCC3(CC2)OCCO3)sc2nc(-c3ccco3)nn12 (stereo not given)
    2%, i, -4%, -2%, 2%, 0%[60.1 µM], -5%, ., 1
Cc1cc2n(n1)CCCN2C(=O)Nc1ccccc1F
    2%, i, 5%, -1%, -11%, -11%, -6%, ., -6
COc1ccc([C@H]2CC(=O)C=C(c3ccc(C)c(F)c3)C2)cc1
    ., i, ., ., -24%, -2%, 25%, 23%, .
CCCCCOC(=O)Cn1c(=O)oc2ccccc21
    1%, -8%, 4%, 3%, -21%, 9%, 8%, 3%, -6
O=C1CNC(=O)N1CC(O)Cn1c2ccccc2c2ccccc21 (stereo not given)
    -1%, ., -5%, 0%, -21%, -11%, 13%, -3%, 7
Cc1ccccc1S(=O)(=O)Cc1ccc(C(=O)N2CCN(c3cccc(Cl)c3)CC2)o1
    -10%, 4%, 37%[activator], -4%, -15%, -17%, 1%, ., .
CCC(C)(C)n1c(=O)[nH]c2c(c1=O)CCC2
    -3%, -8%, -11%, 4%, 13%, 1%, 14%, 3%, 4
CC(C)(C)C(=O)NNC(=O)COc1ccc2ccccc2c1Br
    -1%, 8%, -10%, 8%, -8%, -8%, 6%, 1%, 11
CC(C)N(C(=O)C[n+]1ccc(/C=N/O)cc1)C(C)C
    0%, 9%, -3%, 13%, 1%, -11%, 7%, 18%, -4
CC(Sc1ccccn1)C(=O)Nc1ccc(S(N)(=O)=O)cc1 (stereo not given)
    -2%, 5%, -14%, 5%, -11%, -3%, 19%, -2%, -19
CN(CC(=O)Nc1ccccc1C(F)(F)F)C(=O)COc1ncnc2sccc12
    -3%, -8%, -5%, -13%[57.1 µM], -5%, -6%, 25%, 1%, 11
CCc1ccc(NC(=O)NNC(=O)c2cc3ccccc3cc2O)cc1
    -5%, -10%, 1%, ?, -23%, ?, ?, 7%, 0
CCn1c(=O)c(C(=O)NNS(=O)(=O)c2ccc(Br)cc2)c(O)c2ccccc21
    -15%, -11%, -9%, 18%, -24%, -8%, -17%, 8%, -26
O=C1C(=O)N(CCN2CCOCC2)C(c2ccccn2)/C1=C(/O)c1ccccc1 (stereo not given)
    -2%, -6%, -12%, 41%, -12%, 1%, 3%, -5%, 15
CCc1ccccc1NC(=O)CNC(=O)c1cc(C2CC2)nn1-c1ccccc1
    ., -5%, ., ., -15%, 14%, 6%, 11%, -3

# Assay outcomes from PubChem.

# An excerpt, so the mix of outcomes need not match the whole.
